CYP2C19 act: human CYP2C19 activators, primary screen, biochemical, luminescence; recombinant CYP2C19, luciferin-H EGE luminescence; hits give high values; 0 = fully inhibited enzyme, 1 = untreated enzyme; Cytochrome P450 2C19 (Homo sapiens), P33261; 96,000 tested, under 10 active; activation factor at 5 µM;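 active = activation factor of at least 2 at 5 µM in the primary screen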;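 note: 0 = wells with 2.5 mM tranylcypromine and 1 = vehicle-only wells; values of inactives mirror those of a sister screen read the other way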
Target sequence (P33261 whole entry, looked up): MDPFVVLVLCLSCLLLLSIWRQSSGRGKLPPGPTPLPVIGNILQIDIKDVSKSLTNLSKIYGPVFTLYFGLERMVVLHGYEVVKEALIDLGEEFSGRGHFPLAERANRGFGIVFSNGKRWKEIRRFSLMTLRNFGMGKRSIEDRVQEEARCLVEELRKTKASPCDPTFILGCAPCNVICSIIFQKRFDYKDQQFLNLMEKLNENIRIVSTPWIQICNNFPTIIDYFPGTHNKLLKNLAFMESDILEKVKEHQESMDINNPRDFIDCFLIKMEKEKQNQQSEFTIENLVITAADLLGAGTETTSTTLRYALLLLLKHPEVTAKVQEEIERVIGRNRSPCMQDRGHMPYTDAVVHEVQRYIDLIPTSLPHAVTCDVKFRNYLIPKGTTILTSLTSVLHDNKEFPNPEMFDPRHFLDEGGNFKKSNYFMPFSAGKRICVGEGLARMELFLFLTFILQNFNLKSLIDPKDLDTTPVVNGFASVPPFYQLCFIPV
Candida biofilm: clotrimazole potentiators killing Candida biofilms, primary screen, with clotrimazole, Alamar Blue; C. albicans biofilm + clotrimazole; inhibition, % at 6 µM; actives 0.14% (n = 85,000); AID 834, 2007;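 active = inhibition above 20%; inactive = inhibition below 20%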;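 note: preformed 24 hr biofilms exposed to compound for 48 hr; 0% = biofilm without compound and 100% = blank killed by clotrimazole plus chlorhexidine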
VCAM1 TNFa inh: inhibitors of TNFa-induced VCAM1 expression, primary screen, imaging, HUVEC, TNFa stimulus, immunofluorescence. HUVEC TNFa-induced VCAM-1 immunofluorescence, high-content imaging. inhibition, % at 2 µM. actives 0.48% (n = 95,000);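 active = inhibition above the batch mean plus 3 SD, with images confirmed as a hit by eye, cut at about 37% in these data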;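 note: 0% = TNF-stimulated DMSO wells and 100% = unstimulated control wells; not every result past the cut was called active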
CYP2C9 inh: blockers of cytochrome P450 2C9 activity – biochemical, luminescence, ADME assay, primary screen | P11712 | CYP2C9 Supersomes, luciferin-H conversion | inhibition, % at 5 µM | actives 20% (n = 96,000) | AID 777, 2007;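 active = blocking of liver enzyme CYP2C9 beyond about 50% at 5 µM, limit read from the data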; note: values of inactives mirror those of a sister screen read the other way
Target sequence (P11712 whole entry, looked up): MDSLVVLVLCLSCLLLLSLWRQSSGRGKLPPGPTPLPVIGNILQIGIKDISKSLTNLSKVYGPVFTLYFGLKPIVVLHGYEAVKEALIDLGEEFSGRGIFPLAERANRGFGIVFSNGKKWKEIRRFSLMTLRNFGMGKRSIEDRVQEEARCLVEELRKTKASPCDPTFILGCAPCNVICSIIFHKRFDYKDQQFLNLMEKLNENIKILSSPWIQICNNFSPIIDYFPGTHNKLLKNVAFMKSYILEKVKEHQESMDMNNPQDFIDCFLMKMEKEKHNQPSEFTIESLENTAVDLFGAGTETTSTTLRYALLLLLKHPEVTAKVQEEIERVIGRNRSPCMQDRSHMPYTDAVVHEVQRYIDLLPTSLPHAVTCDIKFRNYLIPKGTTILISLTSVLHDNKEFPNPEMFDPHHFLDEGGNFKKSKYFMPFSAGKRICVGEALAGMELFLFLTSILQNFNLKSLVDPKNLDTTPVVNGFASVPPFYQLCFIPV
HUVEC tox TNFa: cytotoxicity in TNFa-stimulated HUVEC, primary screen, cytotoxicity control for VCAM1 expression modulator project, imaging, Hoechst nuclei count; cell count reduction, % at 2 µM; actives 0.17% (n = 93,000); HUVEC TNFalpha-stimulated, Hoechst cell count;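 active = cell count reduction exceeding the screen mean by over 5 SD, scaled to untreated wells per plate, cut at about 78% in these data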;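 note: cells counted after 24 h of TNF alpha exposure following the 1 h pretreatment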
CYP2C19 inhib: blockers of cytochrome P450 2C19 activity – biochemical, luminescence, ADME assay, primary screen. CYP2C19 Supersomes, luciferin-H EGE luminescence, 30 min. inhibition, % at 5 µM. AID 778, 2007. actives 21% (n = 96,000);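 active = CYP2C19 inhibition above a set limit at 5 µM in the primary screen, cut at about 50% in these data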;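 note: plate controls were negative control wells for no effect and 2.5 mM tranylcypromine positive control for full effect; values of inactives mirror those of a sister screen read the other way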
HUVEC tox IL1B: cytotoxicity in IL-1B stimulated HUVEC, primary screen, cytotoxicity control for IL-1B NFkB translocation project, imaging, Hoechst nuclear count, IL-1B stimulus; cell count reduction, % at 2 µM; actives 0.41% (n = 94,000); HUVEC cell count loss;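 active = cell count reduction more than 3 SD above the screen-wide mean, cut at about 70% in these data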;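 note: normalized per plate to untreated control cells as the no-loss baseline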
DAT uptake mod: changed hDAT dopamine uptake under cocaine IC80, either direction, primary screen, cocaine antagonist project, cell-based, LLC-PK1 hDAT, [14C]-dopamine uptake, MLSMR | B-score at 10 µM | actives 1.3% (n = 110,000) | Sodium-dependent dopamine transporter (Homo sapiens), Q01959 | AID 449768, 2010 | LLC-PK1 hDAT cells, [14C]-dopamine uptake with cocaine IC80; actives deviate in either direction;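 active = Z score or B-score, a plate-position-corrected score, falls beyond the plate's 99.7% confidence bounds, in either direction; inactive = both scores lie inside the 99.7% bounds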;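 note: scored against the spread of the other compound wells on the same plate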
CYP2C9 activ: human CYP2C9 activators, primary screen, biochemical, luminescence; Cytochrome P450 2C9 (Homo sapiens), P11712; activation factor at 5 µM; recombinant CYP2C9, luciferin-H conversion; hits give high values; factor 1 = untreated enzyme, 0 = blocked; actives 1.4% (n = 96,000);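 active = activation factor of 2 or more for CYP2C9 at a 5 µM dose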;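 note: 0 = sulfaphenazole-blocked wells and 1 = vehicle-only wells; values of inactives mirror those of a sister screen read the other way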
Starred values were filed as active, the others as inactive; . = no result given.

Preview:
SMILES | CYP2C19 act | Candida biofilm | VCAM1 TNFa inh | CYP2C9 inh | HUVEC tox TNFa | CYP2C19 inhib | HUVEC tox IL1B | DAT uptake mod | CYP2C9 activ
CCOc1cccc(-c2nnc3sc(-c4ccco4)nn23)c1 | 0.8 | 6 | . | 4 | . | 21 | . | 0.22 | 1
COc1ccc(C(=O)N(CCCO)C(C)C(=O)NC2CCCCC2)cc1OC (stereo unspecified) | 0.9 | 6 | 4 | -38 | -26 | 6 | 3 | -0.38 | 1.4
COc1ccc(OCc2nn3c(-c4ccco4)nnc3s2)cc1 | 0.4 | 2 | 6 | 59* | -39 | 57* | -47 | 0.009 | 0.4

This part in full, previewed entries included:
SMILES | CYP2C19 act | Candida biofilm | VCAM1 TNFa inh | CYP2C9 inh | HUVEC tox TNFa | CYP2C19 inhib | HUVEC tox IL1B | DAT uptake mod | CYP2C9 activ
CCOc1cccc(-c2nnc3sc(-c4ccco4)nn23)c1 | 0.8 | 6 | . | 4 | . | 21 | . | 0.22 | 1
COc1ccc(C(=O)N(CCCO)C(C)C(=O)NC2CCCCC2)cc1OC (stereo unspecified) | 0.9 | 6 | 4 | -38 | -26 | 6 | 3 | -0.38 | 1.4
COc1ccc(OCc2nn3c(-c4ccco4)nnc3s2)cc1 | 0.4 | 2 | 6 | 59* | -39 | 57* | -47 | 0.009 | 0.4
COc1ccc(CCNC(=O)CSc2nc(-c3ccco3)cc(C(F)(F)F)n2)cc1OC | 1 | 4 | 10 | 38 | -19 | 2 | 9 | 1.3 | 0.6
CC(C)C(c1nnnn1Cc1ccc2c(c1)OCO2)N1CCN(c2ccccc2)CC1 (stereo unspecified) | 1 | 8 | 6 | 9 | -24 | 4 | -7 | -0.2 | 0.9
Cc1cccc(N2CCN(C(c3ccccc3)c3nnnn3CC3CCCO3)CC2)c1C (stereo unspecified) | 0.9 | 7 | 13 | 37 | -23 | 13 | -11 | 0.0031 | 0.6
COc1ccc(OC(C)C(=O)Nc2cccc(OC)c2)cc1 (stereo unspecified) | 0.1 | 4 | -3 | 75* | -14 | 87* | -18 | -0.31 | 0.3
O=C(O)CCCCCNS(=O)(=O)c1cccc2nsnc12 | 1.1 | -1 | 3 | -68 | 2 | -5 | 18 | -1.5 | 1.7
CC(C)CCn1c(=O)c2ccccc2n2c(CN(C)Cc3ccccc3)nnc12 | 0.7 | 5 | 6 | 26 | -7 | 35 | -10 | -8.6* | 0.7
CCCCNc1c(N2CCN(C(=O)OCC)CC2)c(=O)c1=O | 1 | 3 | 5 | 15 | -13 | 2 | -55 | -0.99 | 0.8
CCCSc1nnc(Cc2cc(=O)[nH]c(=O)[nH]2)n1-c1cc(C)ccc1C | 1.2 | 8 | 17 | 1 | -37 | -19 | -23 | 2.3 | 1
CCOC(=O)c1ccc(NS(=O)(=O)c2ccc(SC)cc2)cc1 | 1 | . | -4 | 46 | -27 | 0 | -26 | -0.98 | 0.5
CCCc1cc(C(=O)Nc2cccc(C(C)=O)c2)no1 | 0.8 | -5 | 9 | 2 | -34 | 22 | -36 | 0.047 | 1
CCOC(=O)COc1ccc2c(c1)C(=O)CC1(CCCCC1)O2 | 0.9 | 2 | -3 | 3 | 12 | 14 | 7 | 0.062 | 1
CCN1CCN(S(=O)(=O)Cc2ccccc2)CC1 | 0.5 | 8 | -6 | -49 | -8 | 52* | 24 | -0.59 | 1.5
COc1ccc(/C=C(/C#N)S(=O)(=O)c2ccc(C)cc2)cc1 | 0.6 | -2 | 1 | -44 | -6 | 42 | -6 | 0.33 | 1.4
Cc1cc(=O)n2[nH]c(SCc3ccccc3)nc2n1 | 1 | 5 | -9 | 22 | 13 | 2 | -29 | -0.31 | 0.8
CC(=O)C1=C(C)NC(SCC(N)=O)=C(C#N)C1c1cccnc1 (stereo unspecified) | 1 | 0 | 26 | 4 | -29 | 4 | -22 | -0.14 | 1
O=C(C1CCCCC1)N1CCCc2ccccc21 | 0.3 | 0 | -4 | 45 | -16 | 67* | -5 | -1.4 | 0.6
O=C(CCc1ccccc1)NC(NC(=S)Nc1ccc(Cl)cc1)C(Cl)(Cl)Cl (stereo unspecified) | 0.7 | . | 5 | 92* | -8 | 27 | -2 | -0.62 | 0.1
Cc1ccc(N(CC(=O)N2CCc3ccccc32)S(=O)(=O)c2cccs2)cc1 | 1 | -3 | -1 | 9 | -11 | 5 | -9 | 0.53 | 0.9
CCCc1cc(C(=O)NNC(=S)NCc2ccccc2)cs1 | 0.8 | . | 7 | 22 | -10 | 22 | 0 | 0.82 | 0.8
CNc1oc(-c2ccc(C)cc2)nc1P(=O)(c1ccccc1)c1ccccc1 | 0.8 | . | 10 | 81* | -12 | 25 | -40 | . | 0.2
COC(=O)C1=NN(c2ccc(C)cc2)C2(S1)SC(C(C)=O)=C(C)N2c1ccccc1 (stereo unspecified) | 0.4 | 3 | -29 | 59* | -6 | 58* | 15 | 1.4 | 0.4
c1coc(-c2nc3nc4ccccc4nc3n2-c2ccc3c(c2)OCCO3)c1 | 0.9 | -2 | . | 64* | . | 14 | . | 0.46 | 0.4
CN1/C(=C/C(=O)c2cccs2)Sc2ccccc21 | 0.6 | 0 | 11 | 8 | -11 | 39 | -4 | 0.12 | 0.9
CCOC(=O)c1ccc(N2C(=O)CC(N(Cc3ccc4c(c3)OCO4)C(=O)Nc3ccccc3)C2=O)cc1 (stereo unspecified) | 0.2 | 4 | -5 | 89* | 1 | 81* | -10 | 1 | 0.1
O=C1C2(c3ccccc3)CN(CCO)CC1(c1ccccc1)CN(CCO)C2 | 1 | 2 | -14 | -12 | -22 | 1 | -12 | -0.027 | 1.1
COc1ccc(OC)c(S(=O)(=O)N2CCC(C(=O)Nc3cccc(C(F)(F)F)c3)CC2)c1 | 0.5 | 0 | 5 | -21 | -16 | 48 | -11 | 0.34 | 1.2
O=C(c1ccc(=O)n(Cc2ccccc2)n1)N1CCN(C/C=C/c2ccccc2)CC1 | 0.3 | 11 | -1 | 92* | -33 | 69* | 3 | 0.9 | 0.1
Cc1ccc(Cl)c(OCC(=O)NCc2ccco2)c1 | 0.7 | -1 | -4 | -38 | 6 | 32 | -13 | -0.29 | 1.4
Cn1c(=O)c(-c2ccccc2N)nc2ccccc21 | 0.9 | 8 | 25 | 16 | 14 | 10 | 11 | 0.036 | 0.8
Nc1ccc(-n2c(N)c(C(=O)NCc3ccc4c(c3)OCO4)c3nc4ccccc4nc32)cc1 | . | 4 | -18 | . | -22 | . | -21 | 0.56 | .
Cc1ccc(C)c(N2CCN(C(=O)CCNC(=O)Cn3ccc4ccccc4c3=O)CC2)c1 | 0.8 | 9 | 1 | 22 | 2 | 18 | -1 | 0.25 | 0.8
CC(=O)Nc1ccc2c(c1)OCCO2 | 0.9 | -1 | -4 | 12 | 10 | 7 | 14 | -0.065 | 0.9
CCN(CCCNC(=O)C1CCC(=O)N1Cc1ccccc1Cl)c1cccc(C)c1 (stereo unspecified) | 0.8 | 6 | 18 | 27 | -39 | 23 | 2 | 0.01 | 0.7
O=C(Nc1nccs1)c1sc2ccccc2c1Cl | 0.7 | . | 18 | 45 | -15 | 28 | -12 | -1.3 | 0.5
O=C(NCc1cccnc1)Nc1cccc(NC(=O)NCc2cccnc2)c1 | 0.9 | 9 | . | 14 | . | 6 | . | 1.3 | 0.9
CCOC(=O)N1CCC(Nc2c(NCCN3CCN(Cc4ccccc4)CC3)c(=O)c2=O)CC1 | 1.2 | -3 | 2 | -12 | 8 | -16 | -2 | -0.2 | 1.1
CCOc1ccc(C(=O)C(c2ccccc2)N2CCOCC2)cc1 (stereo unspecified) | 0.7 | 9 | 76* | -2 | 66 | 26 | 14 | -1.6 | 1
O=C(c1ccccc1C(=O)N1CCN(c2ccccc2)CC1)N1CCN(c2ccccc2)CC1 | 0.7 | 10 | 18 | 70* | -3 | 32 | -31 | 1.5 | 0.3
CCOc1cc(Br)c(C(=O)O)cc1OC | 1.1 | 2 | 2 | -6 | -2 | -14 | 26 | -0.54 | 1.1
Cc1cc(NC(=O)CSc2nc(C(C)C)nc3c2c(=O)n(C)c(=O)n3C)no1 | 1.1 | 5 | 14 | 14 | -36 | -8 | -2 | -1 | 0.9
Cc1cc(C)n2nc(SCC(=O)NCc3ccco3)nc2n1 | 1.1 | 5 | -8 | -8 | -24 | -7 | -5 | -0.25 | 1.1
Cc1ccc(/C=N/NC(=O)CCCOc2ccc(Cl)cc2Cl)cc1[N+](=O)[O-] | 0.9 | . | -26 | 32 | 0 | 9 | 4 | 0.2 | 0.7
CCOc1ccccc1NC(=S)N1CCC(NC(=O)NC23CC4CC(CC(C4)C2)C3)CC1 | 0.8 | . | -2 | -1 | -16 | 24 | 14 | 0.52 | 1
Cc1cc(N)ccc1S(C)(=O)=O | . | 0 | 11 | . | 6 | . | 13 | -0.62 | .
CN(C)CCNC(=O)c1coc(=O)c(Br)c1 | 1 | -4 | 7 | 15 | -38 | -5 | 22 | -0.26 | 0.8
Cc1ccc(S(=O)(=O)N2CC3CCC2C3)cc1 (stereo unspecified) | 0.4 | 6 | -15 | -36 | -26 | 65* | 0 | 0.93 | 1.4
[2H]c1c([2H])c([2H])c(C(=O)c2sc(N3CCCCCC3)nc2-c2ccccc2)c([2H])c1[2H] | 0.7 | . | 0 | 30 | 0 | 26 | -52 | . | 0.7
CC(C)(C)C(=O)/C=c1\[nH]c(=O)/c(=C\c2ccc(F)cc2)s1 | 1.1 | 7 | 4 | 31 | -14 | -5 | -4 | 0.21 | 0.7
CCc1c(C)c2ccc(OCC(=O)OC(C)C)c(C)c2oc1=O | 0.8 | 6 | 14 | 2 | -25 | 16 | 1 | 0.15 | 1
COc1ccc(OC)c(NC(=O)Cn2c(=O)n(CC(=O)NCc3ccco3)c(=O)c3ccccc32)c1 | 1 | 4 | -7 | 39 | 0 | -3 | . | -0.03 | 0.6
Cn1c(C(=O)N2CCCc3ccccc32)cc2c(=O)n3ccccc3nc21 | 0.6 | 8 | . | 65* | . | 38 | . | . | 0.4
Cc1ccc2oc(C(Cl)(Cl)Cl)cc(=O)c2c1 | 0.5 | . | 24 | 44 | -22 | 53* | -12 | 0.2 | 0.6
Cc1c(NS(=O)(=O)N2CCCC2)c(=O)n(-c2ccccc2)n1C | 0.8 | 11 | 0 | 4 | 0 | 23 | 12 | 1 | 1
Cc1cccc(C(=O)O/N=C2\CCSc3ccc(C)cc32)c1 | 1 | . | 2 | 9 | -20 | -2 | 1 | -0.38 | 0.9
CN(C(=O)OCc1ccccc1)C(CC(N)=O)C(=O)O (stereo unspecified) | 1 | 2 | -3 | 0 | -20 | -4 | -37 | 0.56 | 1
CCn1c(CN2CCN(c3ccc(Cl)cc3)CC2)nc2ccccc21 | . | 4 | 58* | . | -19 | . | -5 | 0.15 | .
